High-throughput results deposited in PubChem by National Center for Advancing Translational Sciences (NCATS).
RXFP1 antag: antagonists of human relaxin receptor RXFP1; Q9HBX9; HEK293-RXFP1, relaxin-stimulated cAMP HTRF, 30 min; stronger effect = lower value; activity change, negative = inhibition, % at 57.5 µM; 350,000 compounds, 0.59% hits;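 active = activity change of -60% or lower, but not beyond a set lower limit; inconclusive = change between -60% and -40%, or beyond the set limit; inactive = change above -40%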; note: % is set by controls: 0 for no effect and ±100 for the full control effect
Pol eta inh: blocks human DNA polymerase eta activity. Q9Y253. recombinant Pol eta, fluorescent DNA replication assay. Potency, µM (doses to about 114 µM), for inactives: top-dose activity change, negative = inhibition, usual class: inhibitors. 390,000 compounds, 1.2% hits; note: potency is the fitted concentration of half-maximal effect; % is set by controls: 0 for no effect and ±100 for the full control effect
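Pol eta at 10 nM preincubated with compounds 15 min at room temperature; reaction started with fluorescent substrate (50 nM final) and read kinetically at 0 and 10 min.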
Tb PGK inh: inhibitors of T. brucei phosphoglycerate kinase; P07378; PGK/GAPDH coupled, Kinase-Glo luminescence, 60 min; Potency, µM (highest dose often 57.5 µM), for inactives: top-dose activity change, negative = inhibition, actives largely listed as inhibitors; 380,000 compounds, 0.043% hits; note: potency is the fitted concentration of half-maximal effect; % is set by controls: 0 for no effect and ±100 for the full control effect; nearly all actives have a fitted effect of over 60% in size
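Luminescent ATP detection (Kinase-Glo Plus) follows a 60-minute room-temperature incubation, with wells lacking PGK as controls. Buffer: 100 mM TEA (pH 7.6), 5 mM MgCl2, 0.01% Tween-20. Coupling enzyme GAPDH (100 nM final) supplies unstable 1,3-BPG in-well.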
POLI inh: inhibitors of human DNA polymerase iota. Q9UNA4. Pol iota fluorescent replication assay, 10 min. Potency, µM (titrated, usually from 115 µM), inactives show top-dose activity, negative = inhibition, hits mostly inhibitors. 390,000 compounds, 1% hits; note: potency is the fitted concentration of half-maximal effect
Target sequence (Q9UNA4 whole entry, looked up): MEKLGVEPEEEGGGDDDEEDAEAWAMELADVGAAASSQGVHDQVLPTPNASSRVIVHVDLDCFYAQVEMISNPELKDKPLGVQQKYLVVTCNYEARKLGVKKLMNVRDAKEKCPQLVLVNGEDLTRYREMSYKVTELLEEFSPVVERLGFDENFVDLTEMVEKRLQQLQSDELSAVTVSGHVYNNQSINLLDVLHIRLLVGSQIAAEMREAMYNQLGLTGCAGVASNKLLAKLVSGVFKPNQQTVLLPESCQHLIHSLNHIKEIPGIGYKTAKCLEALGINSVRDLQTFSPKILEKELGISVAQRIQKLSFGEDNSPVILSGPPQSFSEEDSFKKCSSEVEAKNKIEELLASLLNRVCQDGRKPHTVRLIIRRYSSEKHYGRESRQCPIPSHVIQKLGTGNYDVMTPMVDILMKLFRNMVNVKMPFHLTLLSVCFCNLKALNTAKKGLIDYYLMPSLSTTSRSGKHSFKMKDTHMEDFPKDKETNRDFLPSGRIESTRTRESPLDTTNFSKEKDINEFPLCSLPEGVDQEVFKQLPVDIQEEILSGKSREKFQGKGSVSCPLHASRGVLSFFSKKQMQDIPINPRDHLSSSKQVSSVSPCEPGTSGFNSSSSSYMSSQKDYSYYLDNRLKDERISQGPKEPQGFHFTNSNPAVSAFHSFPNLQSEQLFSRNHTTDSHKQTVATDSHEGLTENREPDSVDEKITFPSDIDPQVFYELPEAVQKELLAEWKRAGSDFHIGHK
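Fluorescent replication assay read twice, at 0 min and 10 min after adding 50 nM (final) substrate. Enzyme (10 nM) and compounds were first incubated 15 min at room temperature; enzyme-free buffer wells were negative controls.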
BLM inh: Bloom syndrome helicase (human) inhibition; recombinant BLM DNA unwinding, fluorescence dequenching; P54132; 350,000 compounds, 0.2% hits; Potency, µM (titrated, usually from 56.1 µM), without a hit: top-dose activity change, negative = inhibition, hits mostly inhibitors;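 note: potency is the fitted concentration of half-maximal effect; plate controls were vehicle for no effect and no enzyme for full effect; nearly all actives have a fitted effect of over 35% in size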
Pol kappa inh: blocks human DNA polymerase kappa activity; 400,000 compounds, 0.53% hits; Q9UBT6; Potency, µM (highest dose often 107 µM), without a hit: at the top dose activity, negative = inhibition, actives largely listed as inhibitors; AID 588579; purified Pol kappa, fluorescent DNA synthesis assay, 10 min; note: potency is the fitted concentration of half-maximal effect; % is set by controls: 0 for no effect and ±100 for the full control effect
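First, compounds were pin-transferred onto 10 nM Pol kappa. After 15 min at room temperature, substrate was added to 50 nM final. Fluorescence was then measured kinetically at 0 and 10 min.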
Anesthetic bind: candidate novel general anesthetic via apoferritin binding | Potency, µM (series often up to 77.5 µM), without a hit: at the highest dose activity change, negative = displacement, actives largely listed as inhibitors | AID 485281 | P02791 | apoferritin/1-aminoanthracene competitive binding, fluorescence | 350,000 compounds, 0.074% hits; note: potency is the fitted concentration of half-maximal effect; % is set by controls: 0 for no effect and ±100 for the full control effect; nearly all actives have a fitted effect of over 20% in size
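10 uM apoferritin + 50% sat. 1-AMA, PBS; cpd 10 min RT; Ex380/Em535 endpoint; normalized to free probe vs complex; 4-param Hill fit; propofol titration as pos. ctrl.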
Pol beta inh: DNA polymerase beta (human) inhibition. P06746. Pol beta primer extension/strand displacement, fluorescence kinetic. Potency, µM (top dose mostly 114 µM), for the others: at the highest dose activity change, negative = inhibition, hits mostly inhibitors. 340,000 compounds, 1.3% hits. AID 485314; note: potency is the fitted concentration of half-maximal effect; % is set by controls: 0 for no effect and ±100 for the full control effect
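Enzyme-only controls used 10 nM Pol beta; buffer lacking enzyme served as negative control. Compound preincubated 15 min, then 50 nM substrate added; 0 and 10 min reads at room temperature.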
APE1 inh: blocks human APE1 abasic DNA cleavage. 350,000 compounds, 0.35% hits. Potency, µM (doses to about 65.8 µM), inactives show top-dose activity change, negative = inhibition, usual class: inhibitors. recombinant APE1, TAMRA/BHQ-2 abasic DNA cleavage fluorescence. AID 2517;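 note: potency is the fitted concentration of half-maximal effect; plate controls were vehicle for no effect and reference inhibitor for full effect; nearly all actives have a fitted effect of over 55% in size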
Target sequence (P27695 whole entry, looked up): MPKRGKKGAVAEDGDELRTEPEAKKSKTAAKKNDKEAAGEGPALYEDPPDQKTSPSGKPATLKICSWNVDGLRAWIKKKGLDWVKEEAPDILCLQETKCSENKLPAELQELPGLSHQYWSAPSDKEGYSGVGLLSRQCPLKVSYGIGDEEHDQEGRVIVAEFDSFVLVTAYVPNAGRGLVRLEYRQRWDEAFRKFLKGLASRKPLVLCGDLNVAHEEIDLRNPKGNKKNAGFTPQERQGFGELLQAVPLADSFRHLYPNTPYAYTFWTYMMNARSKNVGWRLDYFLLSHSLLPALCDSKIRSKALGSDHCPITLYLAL
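Incision of a quenched TAMRA/BHQ-2 THF abasic-site duplex (50 nM) by 0.75 nM APE1, after 15 min compound preincubation, measured as fluorescence increase over three 60 s reads. Values normalized to buffer, DMSO and NSC13755 control wells.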
An asterisk follows results filed as active; i = inactive; u = inconclusive; x = not tested or not shown; & = joins results of further samples; [ ] = remark or other dose. Unless noted, calls come from the whole dose curve; as a rule, active = well fitted curve in the direction sought with a large enough effect; inconclusive = small, poorly fitted or top-dose-only effect, or another doubt; inactive = no such curve, though single readings can be large; an effect the other way counts as inactive or inconclusive. Some of the compounds tested; the hit share may differ from the screen's.

SMILES	RXFP1 antag	Pol eta inh	Tb PGK inh	POLI inh	BLM inh	Pol kappa inh	Anesthetic bind	Pol beta inh	APE1 inh
O=C(C[N+]12CCN(CC1)CC2)NCCc1ccc(Cl)cc1Cl	9	-5%	-7%	13%	-1%	9%	-7%	0%	-7%
NC(=O)c1c(Br)n(C2OC(CO)C(O)C2O)c2ncnc(N)c12 (centres undefined)	-6	-5%	0%	8%	x	-11%	x	x	x
C[N+]12CCC(CC1)C(C(O)(c1ccccc1)c1cccs1)C2 (centres undefined)	-24	-7%	4%	u	0%	-5%	-7%	-3%	0%
COc1ccc(CCNC(C)CCc2ccc(OC)cc2)cc1 (centres undefined)	-15	4%	-7%	4%	2%	-4%	-11%	-2%	-1%
CCCCn1c(NS(=O)(=O)c2ccc(C)cc2)c(C(=O)OCC)c2nc3ccccc3nc21	x	-7%	2%	2.5µM*	-7%	-1%	137%[activator]	10%	-11%
Cc1sc2ncn(CC(=O)NCC(=O)N3CCC4(CC3)OCCO4)c(=O)c2c1C	8	-15%	-6%	20%	-1%	-7%	-12%	2%	1%
O/N=C1/C(=C\c2ccccc2)N2CCC1CC2	-4	-8%	2%	2%	-5%	-5%	u	42%	-8%
O=c1[nH]c(=S)[nH]c(O)c1/C=C1\C=Nc2ccccc21	-24	-13%	i	60%[activator]	x	-6%	x	x	x
Cc1cc(OCC(=O)NCC(O)c2ccccc2)c2c3c(c(=O)oc2c1)CCCC3 (centres undefined)	14	-2%	-2%	u	-1%	-6%	-17%	-2%	7%
Nc1c(Br)cc([N+](=O)[O-])cc1[N+](=O)[O-]	x	-15%	0%	31%[activator]	x	8%	x	x	-15%&-6%

Next section; the last 4 above are carried over.
SMILES	RXFP1 antag	Pol eta inh	Tb PGK inh	POLI inh	BLM inh	Pol kappa inh	Anesthetic bind	Pol beta inh	APE1 inh
O/N=C1/C(=C\c2ccccc2)N2CCC1CC2	-4	-8%	2%	2%	-5%	-5%	u	42%	-8%
O=c1[nH]c(=S)[nH]c(O)c1/C=C1\C=Nc2ccccc21	-24	-13%	i	60%[activator]	x	-6%	x	x	x
Cc1cc(OCC(=O)NCC(O)c2ccccc2)c2c3c(c(=O)oc2c1)CCCC3 (centres undefined)	14	-2%	-2%	u	-1%	-6%	-17%	-2%	7%
Nc1c(Br)cc([N+](=O)[O-])cc1[N+](=O)[O-]	x	-15%	0%	31%[activator]	x	8%	x	x	-15%&-6%
O=P(CN1CCN(c2ccccc2)CC1)(N1CCCCC1)N1CCCCC1	1	-9%	i	-13%	-3%	-19%	-13%	-7%	1%
Cc1cc(OC(=O)CCCNC(=O)OC(C)(C)C)c2c3c(c(=O)oc2c1)CCC3	0	2%	i	21%	-4%	-12%	-10%	16%	-4%
CCOC(=O)C1=C(CN2CCN(c3ccc(C)cc3C)CC2)NC(=O)NC1c1ccc(OC)cc1 (centres undefined)	-11	-30%	-9%	15%	-10%	-5%	u	-7%	x
Cc1ccc(-n2c(O)c(C=Nc3ccc(S(=O)(=O)N(C)C)cc3)c(=O)[nH]c2=O)cc1	0	-5%	9%	14%	-1%	-8%	-11%	13%	11%
CC(C)NCC(O)c1ccc(C2CCCC2)cc1 (centres undefined)	x	-7%	-2%	6%	4%	-16%	-14%	80%	3%
CC1C(=O)OC2CCN3CC4OC4(COC(=O)C(C)(O)C1(C)O)C23 (centres undefined)	-13	-15%	2%	9%	x	-5%	x	x	x
O=C1NC(=O)N(c2ccccc2)C(=O)/C1=C\c1ccccc1[N+](=O)[O-]	3	-6%	-8%	u	-1%	-15%	5%	0%	-6%
CCC(=O)c1ccc(OCC(=O)N2CCN(CC(=O)Nc3ccc(C)cc3)CC2)cc1	7	-5%	0%	1%	x	1%	x	x	23%
C[C@]12CCC3[C@@H](CC[C@H]4C[C@@H](O)CC[C@]34C)C1CCC2=O (some centres undefined)	0	-5%	3%	22%	-14%	1%	-9%	-21%	-2%
CCOc1ccc(N=Cc2c(O)n(-c3cc(C)cc(C)c3)c(=O)[nH]c2=O)cc1	-23	11%	-1%	-3%	-12%	-14%	-5%	-2%	-9%
O=C(O)c1cccc2c1NC(C(=O)O)C1CC(Sc3ccccc3[N+](=O)[O-])C(Cl)C21 (centres undefined)	-1	3.2µM*	11µM*	4µM*	u	8.9µM*	u	2.8µM*	3%
CN1C(=O)COc2c(C(=O)NC3CN4CCC3CC4)cc(Cl)cc21 (centres undefined)	9	x	x	x	206%&-11%[activator]	-14%[60.1 µM]	-15%&2%	19%	12%&3%
C[C@]12CCC3C(CC[C@H]4C[C@@H](O)CC[C@]34C)C1CC[C@@H]2N (some centres undefined)	-4	-18%	i	78%[activator]	x	-11%	x	x	32%
C[C@H](CO)N1C[C@H](C)[C@@H](CN(C)C(=O)NC2CCCCC2)Oc2c(NC(=O)Nc3ccc4c(c3)OCO4)cccc2C1=O	x	0%	0%	u	x	-15%	x	x	51%[activator]
COc1cc(CN2CCN(C(=O)Cc3ccccc3)CC2)cc(OC)c1OC	5	-19%	-2%	42%[activator]	0%	-15%	-6%	-28%	13%
CC(C)(O)C1C2OC(=O)C1[C@]1(O)C[C@H]3O[C@]34C(=O)O[C@H]2[C@]14C (some centres undefined) (tested in a mixture with another compound)	x	-2%[57.1 µM]	x	8%[58.9 µM]	x	1%[19.4 µM]	x	13%[57.1 µM]	x
O=c1[nH]c2ccccc2c(=O)n1-c1ccc(Cl)cc1Cl	-15	u	i	148%[activator]	-1%	1%	-5%	-18%	-3%
CCOC(=O)c1ccc(NC(=O)CCOc2ccc(C)cc2)cc1	-6	1%	-2%	32%[activator]	-2%	6%	-21%	-11%	-1%
CCCCC(=O)N/N=C/c1c(O)n(CCC2=CCCCC2)c(=O)[nH]c1=O	-9	6%	6%	15%	-4%	-18%	-21%	-19%	5%
CCOC(=O)[C@@]1(C#N)[C@@H]2C=CC(C(N)=O)=CN2[C@@H](C(N)=O)[C@@H]1c1cccc(Cl)c1	-13	-10%	-7%	u	-15%	-8%	-9%	2%	-6%
CN1CCN(c2ccc([N+](=O)[O-])cc2Cl)CC1	-4	0%	1%	45%[activator]	4%	-4%	-11%	25%	7%
CCC(=O)Nc1ccccc1	x	-7%	-9%	6%	0%	-2%	-7%	24%	24%
Fc1ccc(NC2=NCCS2)cc1Cl	-7	-9%	i	1%	-4%	-7%	u	-23%	-1%
COc1ccc(C(C)=O)cc1COC(=O)c1ccc2ccccc2n1	u	-13%	-1%	28%	0%	-12%	u	6%	-7%
CC1CC[C@]2(NC1)OC1CC3C4CC=C5CC(O)CC[C@@]5(C)C4CC[C@]3(C)C1C2C (some centres undefined)	x	x	x	x	-8%	-5%[60.1 µM]	-1%	x	1%
Clc1cccc(Cl)c1CN1CCN(c2ccccc2)CC1	-23	1%	-4%[11.5 µM]	u	-5%	-5%	-3%	3%	0%
COC(=O)CC1(CC(=O)OC)C(=O)NC(=O)NC1=O	11	0%	-6%	11%	0%	-1%	-7%	17%	2%
Cc1n[nH]c(C)c1CCN	8	-11%	-2%	0%	-3%	3%	-13%	-1%	-2%
CCOP(=O)(OCC)C(CC)N1CCOCC1 (centres undefined)	0	-9%	-1%	-8%	-6%	-4%	-4%	4%	-4%
C#C[C@@]1(O)CC[C@@H]2[C@@H]3CCC4=CC(=O)CC[C@@]4(C)[C@H]3CC[C@]21C	x	x	x	x	-7%[21.4 µM]	-2%[12 µM]	-11%[29.3 µM]	x	-5%[21 µM]
Cc1ccccc1Nc1c(-c2ccc(Br)cc2O)nc2sccn12	-6	-10%	i	-11%	-12%	-9%	-5%	32%[activator]	x
COc1ccc(S(=O)(=O)Cc2ccc(C(=O)N3CCC4(CC3)OCCO4)o2)cc1	-16	4%	-3%	3%	2%	-3%	-11%	5%	-3%
Cc1cc(O)c2c(C)c(CC(=O)N3C[C@H]4C[C@@H](C3)c3cccc(=O)n3C4)c(=O)oc2c1	x	1%	-5%	-17%	4%	-5%	-10%	-1%	10%
Cc1cccc(CN2CCCN(Cc3ccc(Cl)cc3)S2(=O)=O)c1	4	-23%	1%	13%	-7%	-9%	12%	38%	-10%
OCCCCO	x	-16%	i	29%	x	-2%	x	x	14%&-2%
CN1c2ccc([N+](=O)[O-])cc2CC2(C(=O)NC(=O)N(c3ccccc3)C2=O)C1c1ccccc1 (centres undefined)	14	-17%	3%	7%	-3%	2%	-3%	27%	6%
O=c1c2cc(Br)ccc2[nH]c(=S)n1-c1ccccc1	-19	0%	1%	151%[activator]	-6%	-12%	4%	-14%	17%
COc1ccc(NC(=O)C2CCCN(S(=O)(=O)c3ccc4c(c3)oc(=O)n4C)C2)cc1OC (centres undefined)	x	-14%	2%	3%	-2%	-4%	-8%	u	-6%
O=C1NC(=O)C(=Cc2cc(Cl)ccc2OCc2ccc(C(=O)O)cc2)C(=O)N1	-4	-9%	i	u	-8%	-45%	-10%	6%	14%
c1ncn(C23CC4CC(CC(C4)C2)C3)n1	5	-10%	-8%	-9%	0%	-6%	u	33%	2%
Cc1cc(=O)oc2cc(OCC(=O)N3CCC(C(=O)O)(c4ccccc4)CC3)ccc12	x	-10%	-3%	2%	-2%	-3%	-6%	43%	6%
COC(=O)C1=C(c2ccc(OC)c(OC)c2)C[C@@H]2CC[C@H]1N2C(=O)NCc1cc(C)oc1C(F)(F)F	x	-8%	2%	10%	x	10%	x	x	-1%
CC(=O)c1cccc(OCC(=O)N2CCN(CC(=O)Nc3cccc(F)c3)CC2)c1	3	-5%	-3%	6%	x	12%	x	x	2%
CN(C)C=C1C(=O)N(C2CCCCC2)C(=O)N(C2CCCCC2)C1=O	-4	-21%	11%	3%	-1%	-6%	-11%	2%	-4%
C1CCC2S[C@H]3CCCCC3NC2C1 (some centres undefined)	-6	-15%	2%	32%[activator]	1%	-5%	-6%	-12%	4%
